Bioassay records (PubChem)
Granule exo inh: LAMP-1 surface exposure blockers, TALL-104 cells – cell-based, flow cytometry, MLPCN library, primary screen; 360,000 tested, 0.66% active; TALL-104 LAMP-1 surface exposure; cells stimulated with thapsigargin and PMA; inhibition, % at 10 µM; AID 651702, 2012;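 active = inhibition above about 55%, limit read from the data; inconclusive = no clear call, values can overlap the other calls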
Glyco luc inh: increase of ERlucT glycosylation luciferase signal, primary screen, N-linked glycosylation inhibitor project, D54 ERlucT cells, luminescence, set 2. 360,000 tested, 0.23% active. D54 ERlucT glycosylation luciferase reporter, 24 h; percent of 100 nM tunicamycin response. reporter increase, % at 12.5 µM;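 active = mean luciferase reporter signal, scaled so untreated is 0 and the glycosylation-blocking control 100, at or above a set limit in every replicate; inconclusive = mean reaches the limit but not every replicate does; inactive = mean below the limit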;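 also: luciferase carries N-glycosylation sites so blocking glycosylation raises the light; 0% = median of neutral control wells and 100% = median of 100 nM tunicamycin wells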
ABCB6 inh 2: ABCB6 transporter inhibitors, primary screen, K562-ABCB6 cells, flow cytometry, MLPCN library; 360,000 tested, 0.19% active; fluorescence ratio to DMSO, % at 10 µM; K562-ABCB6 porphyrin accumulation, 1 h; hits give low values; ATP-binding cassette sub-family B member 6 (Homo sapiens), Q9NP58;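 active = fluorescence ratio to DMSO below 75%, the collection mean minus 3 SD; inconclusive = too few cells collected in the well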;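 also: signal is porphyrin accumulated inside mitochondria; 100% equals median channel fluorescence of DMSO control wells; lower ratio means ABCB6 inhibition with less porphyrin fluorescence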
Cardio protect: cardioprotection against H2O2-induced cell death, primary screen, uHTS, H9c2 cells, ATPLite luminescence. H9c2 cardiomyocytes, H2O2 injury protection, 2 h. protection from H2O2 cell death, % at 20 µM. 360,000 tested, 0.63% active. AID 588492, 2011;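 active = compounds giving at least 50% protection of heart cells from peroxide-induced death in the single-dose screen, raw or plate-pattern-corrected value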;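 also: 0% = DMSO wells with peroxide and 100% = DMSO wells without peroxide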
MC4R antagonist: MC4R antagonists of cAMP signaling, primary screen, cell-based, TR-FRET, antagonist arm of biased-ligand search; Melanocortin receptor 4 (Homo sapiens), P32245; MC4R-expressing cells, MTII-stimulated cAMP, LANCE TR-FRET; inhibition, % at 6.5 µM; 360,000 tested, 0.48% active; AID 540295, 2011;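 active = inhibition above its plate's cutoff, the mean of tested wells on that plate plus 3 SD, cut at about 29% in these data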;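 also: 0% = Melanotan II alone and 100% = Melanotan II plus saturating MCL0020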
Target sequence (P32245 whole entry, looked up): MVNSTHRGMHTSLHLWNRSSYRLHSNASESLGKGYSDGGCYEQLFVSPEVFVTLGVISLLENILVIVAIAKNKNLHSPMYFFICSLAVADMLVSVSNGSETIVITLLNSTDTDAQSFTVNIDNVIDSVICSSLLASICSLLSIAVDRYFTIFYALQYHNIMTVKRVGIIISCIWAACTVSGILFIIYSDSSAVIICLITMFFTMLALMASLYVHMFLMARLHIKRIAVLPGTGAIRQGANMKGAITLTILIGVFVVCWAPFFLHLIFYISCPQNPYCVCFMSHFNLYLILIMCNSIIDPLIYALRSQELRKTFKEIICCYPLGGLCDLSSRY
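System: U2OS-MC4R stable cell line; Technique: Eu-cAMP/anti-cAMP TR-FRET, emission 671 nm; Repeats: single well per compound; Also added: Melanotan II; Dosing: one concentration, 6.5 µM nominal; Schedule: 30-min compound, 1-h challenge, 1-h detection, room temperature.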
ABHD5 PLIN5 PPI: ABHD5-PLIN5 interaction inhibitors, primary screen, cell lysate, split luciferase complementation, luminescence | Perilipin-5 (Homo sapiens) + 1-acylglycerol-3-phosphate O-acyltransferase ABHD5 (Homo … | Split G. princeps luciferase complementation, 4 h | inhibition, % at 4 µM | 360,000 tested, 0.78% active;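 active = inhibition above the mean inhibition across every tested compound plus 3 SD, cut at about 22% in these data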;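 also: 0% = DMSO only wells and the 100% control is not disclosed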
CaV13 ICDI inh: Disruptors of the CACNA1D IQ motif to Ca2+-dependent inactivation inhibitor domain association, primary screening, Förster resonance energy transfer in intact living … | HEK cells, CFP/YFP FRET ICDI-IQ, plate reader, 10 min; percent FRET-ratio fall versus neutral wells | inhibition, % at 12.3 µM | 340,000 tested, 0.098% active | AID 743397;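 active = mean replicate inhibition of at least 30% and at least 1% of replicates passing that level; inconclusive = only one of the two criteria is met; inactive = neither criterion is met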;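 also: 0% = median of the neutral control wells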
HTR2A ag: mouse Htr2a agonists via beta-arrestin recruitment, primary screen, cell-based, luminescence. 360,000 tested, 0.66% active. activation, % at 7.6 µM. CHO-K1 mHTR2A beta-arrestin complementation; percent of 30 µM serotonin response. 5-hydroxytryptamine receptor 2A (Mus musculus), P35363;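 active = activation above a run cutoff, the mean activation of all tested compounds plus 3 SD, cut at about 14% in these data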;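 also: 0% = plate median of compound wells and 100% = 30 µM serotonin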
PDI inh: inhibitors of human PDI, primary screen, biochemical, turbidity, single point, plate reader. Protein disulfide-isomerase (Homo sapiens), P07237. PDI insulin aggregation turbidity, A650, 90 min. inhibition, % at 10 µM. 350,000 tested, 0.052% active;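 active = mean inhibition across replicates of 30% or more, whatever share of single replicates reach that level; inconclusive = mean inhibition below 30% while every single replicate reaches 30%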;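 also: absorbance from insulin aggregation driven by PDI reduction with DTT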
Target sequence (P07237 whole entry, looked up): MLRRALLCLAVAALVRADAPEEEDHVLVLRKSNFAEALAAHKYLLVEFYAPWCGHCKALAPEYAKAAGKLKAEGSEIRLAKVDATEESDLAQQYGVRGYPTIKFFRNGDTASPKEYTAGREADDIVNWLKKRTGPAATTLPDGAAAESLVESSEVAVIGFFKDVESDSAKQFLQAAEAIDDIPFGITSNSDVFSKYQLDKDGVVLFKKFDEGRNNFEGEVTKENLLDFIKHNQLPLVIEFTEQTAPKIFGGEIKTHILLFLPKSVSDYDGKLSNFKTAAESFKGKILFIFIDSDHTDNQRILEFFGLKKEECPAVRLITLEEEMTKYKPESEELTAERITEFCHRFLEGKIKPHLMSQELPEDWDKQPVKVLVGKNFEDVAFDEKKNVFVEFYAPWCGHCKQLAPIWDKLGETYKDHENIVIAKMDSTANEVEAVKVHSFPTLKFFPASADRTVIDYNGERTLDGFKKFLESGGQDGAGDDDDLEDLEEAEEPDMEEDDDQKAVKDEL
MC4R ag barr: MC4R agonists recruiting beta-arrestin, primary screen, cell-based, luminescence, agonist arm of biased-ligand search; 360,000 tested, 0.98% active; AID 540308, 2011; U2OS MC4R beta-arrestin complementation; percent of melanotan II response, DMSO zero; activation, % at 8.9 µM; Melanocortin receptor 4 (Homo sapiens), P32245;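 active = activation above a per-plate cutoff, the mean activation of sample wells on that plate plus 3 SD, cut at about 8% in these data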
* marks the source's active call; other numbers are inactive results; ? = inconclusive; / = not tested or not shown.

SMILES	Granule exo inh	Glyco luc inh	ABCB6 inh 2	Cardio protect	MC4R antagonist	ABHD5 PLIN5 PPI	CaV13 ICDI inh	HTR2A ag	PDI inh	MC4R ag barr
Cc1ccc(-c2cc(C(F)(F)F)nc(SCC(=O)c3cccc([N+](=O)[O-])c3)n2)cc1	-2	-12	95	3	14	-10	-5	0	-1	0.4
N=C1C(c2nc(-c3ccc(Cl)cc3)cs2)=C(O)CN1CCCN1CCOCC1	4	2	102	18	13	21	/	-1	1	1.6
CCOC(=O)CSc1nc2c(sc(=S)n2Cc2ccco2)c(=O)n1-c1ccccc1	-2	7	88	6	5	6	-5	-4	-3	-2.7
O=c1c(Cc2ccc(F)cc2)c(O)ccn1CC1CCCO1 (centres undefined)	2	2	92	-3	-7	12	-2	7	-2	1.7
Cc1ccc(-c2nnn(CC(=O)Nc3ccc(S(=O)(=O)N4CCC(C)CC4)cc3)n2)cc1	2	21	96	-2	-4	7	-7	-2	0	13*
Cc1cc(C(=O)N(Cc2nnc(-c3ccc(Cl)cc3)o2)C(C)C)c2ccccc2n1	22	-1	98	-5	-3	9	-2	3	-5	-0.9
O=C(Nc1ccc(Cl)cn1)C1CCN(c2ncnc3c2nc2n3CCCCC2)CC1	-4	2	99	-11	1	0	-6	-1	-1	-0.5
O=C(Nc1nnc(C2=COCCO2)o1)C1CCCCC1	-1	3	101	6	11	-2	3	-2	7	-0.7
COc1ccc(Cl)cc1C(=O)Nc1ccccc1N1CCN(C)CC1	-1	-2	98	14	11	14	-4	-9	-4	-2.4
O=C(Cn1nc(-c2cccc(Cl)c2)ccc1=O)Nc1ccc(C(=O)NC2CC2)cc1	8	0	100	3	6	2	-6	-2	1	-1.0
Cc1cc(C)c(OCC(=O)Nc2ccc3c(c2)OCO3)cc1C	-1	-2	88	3	2	-1	-4	-2	-1	6.9
Cc1cc2c(C)nc(-c3ccccc3)nc2o1	-2	-2	88	-2	0	-4	-2	5	-2	-1.8
CCOC(=O)c1cn2nc(N3CCCC3)ccc2n1	-6	-16	96	-10	7	-4	-5	4	1	-2.2
COCCCNCCCOc1ccc(Cl)cc1C(C)(C)C	4	-4	93	-10	-2	18	-3	-3	-5	10*
NC(=O)CC(NC(=O)Cc1ccc(Cl)cc1)c1ccc(NC2CC3CCC2C3)c([N+](=O)[O-])c1 (centres undefined)	-3	37*	98	3	2	9	-9	2	5	-0.8
O=C(Nc1nccs1)c1nc[nH]c1C(=O)NCc1ccccc1	3	7	95	0	-6	-1	-4	0	-22	0.2
O=C1CC(c2ccco2)CC(O)=C1C=Nc1cc(Cl)ccc1Cl (centres undefined)	4	2	99	-1	1	4	-3	1	-6	-1.0
COc1ccccc1-c1nnc(NC(=O)CSc2nncn2C)s1	0	-5	97	-10	4	-1	-5	-1	-8	-0.7
Cc1cc(C(=O)NCCCn2ccnc2)sc1-c1ccccc1	-3	-4	107	-6	2	-3	-8	-9	2	-0.7
CCOC(=O)C1=C(CNCc2ccc(C)cc2)NC(=O)NC1c1cc(C)ccc1C (centres undefined)	-2	-3	94	-1	8	-5	-7	0	-3	5.7
CN(C)c1cccc(C(=O)OCC(=O)N(Cc2ccccc2)C2CCS(=O)(=O)C2)c1 (centres undefined)	-2	0	98	1	-2	8	-4	3	-3	0.3
CC(C)N1CCc2c(sc(NC(=O)c3ccc(S(=O)(=O)N4CCOCC4)cc3)c2C(N)=O)C1	-5	-4	105	9	12	15	-8	-1	/	-0.4
C=CCn1cccc(C(=O)Nc2ccc(Cl)cc2)c1=O	-1	-4	89	-3	7	10	-6	2	-4	-0.7
CCCC(=O)Nc1nnc(Cc2ccccc2)s1	-1	2	98	5	-2	3	-3	-1	-2	-3.1
CCOC(=O)c1c(-c2ccccc2)nc2ccc(C)cn12	-1	0	90	3	-4	-2	-3	-2	4	-1.7
Cc1cc2cc(C)c(NCCNC(=O)c3cccs3)nc2cc1C	5	1	104	-3	14	2	-2	-6	-3	-0.6
COc1cc(C)nc(Oc2ccc(/C=N/O)cc2)n1	-1	0	100	6	-1	7	/	-3	4	0.3
CCS(=O)(=O)n1nc(-c2ccc(C)cc2)nc1N	-1	3	83	-2	-4	2	-1	4	25	-1.6
Cc1ccnn1CCC(=O)O	-3	2	97	-3	11	2	-14	0	1	0.0
Cc1cccc(Oc2ccc(NC(=O)c3ccccc3C(=O)O)cc2)c1C	0	1	102	-10	3	3	-5	-1	2	-0.8
CC(C)[C@H](NS(=O)(=O)c1ccccc1)C(=O)OCc1cc([N+](=O)[O-])cc2c1OCOC2	7	-1	101	1	20	-3	-5	-3	0	1.5
O=C(COC(=O)c1cccc(NC(=O)c2ccco2)c1)c1ccc(Br)cc1	-3	-1	97	-14	20	-7	/	-1	1	0.5
C/C=C(/C)C(=O)O[C@@H]1c2c(ccc3ccc(=O)oc23)O[C@@H]1C(C)(C)OC(C)=O	-3	-3	99	-3	-1	0	-11	-3	-4	2.7
O=C(NCc1ccc(F)cc1)C(C(=O)NCc1ccc(F)cc1)c1ncc(C(F)(F)F)cc1Cl	3	3	103	0	0	-2	3	1	-5	-3.1
COCCN(Cc1cc2cc3c(cc2nc1Cl)OCO3)C(C)=O	-5	0	112	4	3	0	-5	-2	7	0.3
CCN(CC)CCN(C(=O)c1ccc2c(c1)CCCC2)c1nc2c(OC)cccc2s1	6	4	76	-6	-1	25*	-5	-10	-7	5.1
COc1ccc(-n2cnc3cc(NCc4ccco4)ccc32)cc1	-3	-4	101	-9	4	-1	-9	-4	-10	-1.4
C=CCN1C(=O)c2cccc3c(Br)ccc(c23)C1=O	-4	1	94	1	6	-4	-4	0	16	-1.3
COc1ccc(CN2CCN(Cc3ccco3)CC2)c(OC)c1	1	-1	95	4	14	3	-4	-3	3	1.2
Cn1c(-c2ccc3c(c2)OCO3)cnc1NCc1ccc(Cl)cc1	2	1	100	4	-2	0	-6	-1	4	1.4
O=C(CN1C(=O)S/C(=C/C=C/c2ccccc2)C1=O)Nc1ccc(C(=O)O)cc1	3	-1	107	-5	10	20	-3	-3	-7	-1.7
CC(C)(C)c1ccccc1OCCOCCN1CCCCCC1	17	-2	101	-16	-1	14	-1	-2	7	4.7
CN(CC(=O)Nc1cc(S(=O)(=O)N2CCCC2)ccc1Cl)Cc1nc2ccccc2c(=O)[nH]1	0	0	86	0	3	-9	-2	-3	1	-3.6
CSc1ncc(C(=O)Nc2ccccc2)cn1	1	1	94	-2	4	-5	-6	1	-7	0.2
O=C(Nc1cccc(Cl)c1)c1ccc(F)c(S(=O)(=O)NCc2cccs2)c1	2	1	102	-13	11	6	-14	0	-1	-1.5
Cc1ccc(N=C2C(=S)N(c3ccc(C)cc3)C(=N)N2/N=C/c2ccc(Cl)cc2)cc1	2	1	104	-3	2	-12	-4	-7	?	-1.2
CCc1nnc(NC(=O)c2ccc(Cl)c(S(=O)(=O)N3CCc4ccccc4C3)c2)s1	0	1	85	6	-2	-4	-5	2	-5	6.8
COC(=O)c1ccc2c(=O)[nH]c(CSc3nnc(C(F)(F)F)n3C)nc2c1	2	4	100	-7	2	0	-4	3	12	0.1
CC(=O)Nc1cccc(-c2ccnc3c2CC(C(=O)Nc2cccc(N(C)C)c2)O3)c1 (centres undefined)	3	11	105	6	0	9	-5	-1	-1	-1.2
COc1cccc(CN(C)CC(=O)Nc2ccccc2C(=O)NC2CC2)c1	7	-1	108	1	4	4	-6	1	-17	-1.5
COc1ccc(Oc2nc(-c3ccncc3)nc3ccccc23)cc1	5	-6	89	4	0	-1	4	0	-2	-0.4
Cc1ccc(OCC(=O)Oc2c(C)cccc2C)cc1C	13	1	91	-4	-7	7	-3	2	-5	3.5
COc1ccc(/C=N/NC(=O)CN2CCCCCCC2)c(C)c1C	0	3	96	6	4	-1	-3	-3	-3	-0.4
O=S(=O)(/N=C(\Sc1ccc(Cl)cc1)c1ccccc1)c1ccccc1	4	2	109	13	3	5	-7	1	5	-1.0
Cc1ncoc1C(=O)Nc1cccc(Cl)c1C	-1	-3	97	0	9	5	/	-1	-5	-0.6
O=C(CNC(=O)c1ccc(Br)o1)NCc1ccccc1Cl	2	0	95	-4	-4	2	/	-2	-14	-0.3
O=C(/C=C/c1ccco1)Nc1cccnc1	0	2	99	-2	12	10	-5	2	-8	2.2
COc1ccc(N(C(=O)COc2ccc(F)cc2)S(=O)(=O)c2ccc(C)cc2)cc1	0	0	101	0	10	-1	-5	5	2	0.9
Nc1c(C(=O)NCc2ccco2)nnn1CC(=O)Nc1ccc2c(c1)OCO2	-5	-1	95	-1	4	-4	-14	2	-2	0.1
Cc1ccc2nc(C(F)C(F)(F)F)[nH]c2c1 (centres undefined)	-1	3	95	-8	4	0	-6	-4	2	-0.1
(continued)
SMILES	Granule exo inh	Glyco luc inh	ABCB6 inh 2	Cardio protect	MC4R antagonist	ABHD5 PLIN5 PPI	CaV13 ICDI inh	HTR2A ag	PDI inh	MC4R ag barr
COc1ccc(C(=O)C2CCCN(C(=O)CSC)C2)cc1OC (centres undefined)	-2	1	97	-4	3	1	-22	4	0	-0.3
COc1ccc(/C=C/c2noc(-c3ccccc3O)n2)cc1	2	-3	96	-2	1	-3	-16	3	3	6.1
O=C(Nc1ccc(F)c(Cl)c1)N1CCCCCC1	2	0	96	2	7	1	-8	5	2	-1.1
Cc1cc(/C=C(/C#N)c2cccc(Cl)c2)c(C)n1C	-2	-2	95	1	-4	5	-5	3	6	-0.2
COCCn1c(C)c(C)c(S(=O)(=O)c2ccccc2)c1N	-9	1	102	2	-3	2	-5	-6	3	-0.9
OC1(C#Cc2c(-c3ccsc3)oc3ccc(N4CCOCC4)cc23)CCCCC1	-8	0	98	8	19	-10	-11	2	4	13*
O=C(N/N=C/c1ccncc1)c1cccc(NC(=O)c2ccccc2Cl)c1	-5	-1	99	30	6	-2	-13	-5	4	-1.3
CNC(=O)c1ccc(NC(=O)c2ccc3c(=O)n4c(nc3c2)CCC4)cc1	-5	0	95	5	2	7	-6	4	-2	-2.3
